Source: PubChem
GLD-1 TGE inh = GLD-1-TGE RNA interaction inhibition (C. elegans); actives 0.44% (n = 320,000); Q17339; purified GLD-1 + fluorescein TGE RNA, fluorescence polarization; inhibition, % at 5.96 µM; AID 2280;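 active = percent inhibition above a per-plate cutoff, the plate mean of test compounds plus 3 SD, cut at about 30% in these data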;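 note: 0% = DMSO wells with GLD-1 and probe and 100% = wells lacking GLD-1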
VLA-4 inh = inhibition in a human VLA-4 binding assay; inhibition, % (about 7 µM as worked out from the volumes in the protocol); AID 2557; VLA-4 expressing cells, ligand binding flow cytometry; P13612; actives 0.2% (n = 330,000); in the data active = inhibition above about 50%
GRK2 inh = inhibitors of human GRK2 displacing RNA aptamer; actives 0.59% (n = 330,000); inhibition of aptamer binding, % at 10 µM; bead flow cytometry, FAM-aptamer displacement from GRK2;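 active = inhibition of aptamer binding above 40%, roughly 3 SD of noise, on plates passing a quality check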;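 note: median bead fluorescence of bound FAM aptamer so fluorescent compounds give negative values; no value below 0 was filed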
Target sequence (P25098 whole entry, looked up): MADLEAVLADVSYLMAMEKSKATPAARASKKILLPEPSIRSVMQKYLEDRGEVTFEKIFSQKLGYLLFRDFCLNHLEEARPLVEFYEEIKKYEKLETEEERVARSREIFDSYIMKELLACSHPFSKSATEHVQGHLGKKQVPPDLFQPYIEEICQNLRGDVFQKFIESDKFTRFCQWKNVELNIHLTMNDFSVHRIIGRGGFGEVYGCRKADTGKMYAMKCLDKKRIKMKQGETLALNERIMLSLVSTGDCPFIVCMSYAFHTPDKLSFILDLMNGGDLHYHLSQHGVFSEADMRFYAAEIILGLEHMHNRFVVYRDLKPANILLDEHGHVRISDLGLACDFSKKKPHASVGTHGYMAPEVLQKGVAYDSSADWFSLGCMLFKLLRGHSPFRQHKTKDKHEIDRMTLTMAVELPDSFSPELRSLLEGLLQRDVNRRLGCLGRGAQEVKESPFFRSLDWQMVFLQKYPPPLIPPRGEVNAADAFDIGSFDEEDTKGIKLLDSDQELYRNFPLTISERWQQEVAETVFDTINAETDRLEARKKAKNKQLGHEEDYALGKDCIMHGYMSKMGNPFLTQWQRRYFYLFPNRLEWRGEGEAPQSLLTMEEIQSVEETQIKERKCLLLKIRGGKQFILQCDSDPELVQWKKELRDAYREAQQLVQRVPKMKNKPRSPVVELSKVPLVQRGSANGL
MCL1 BIM primary = inhibitors of human MCL1 binding to BIM-BH3 peptide | Q07820 | GST-MCL1 / FITC-Bim-BH3 fluorescence polarization | inhibition, % at 10.9 µM | actives 0.68% (n = 320,000);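 active = inhibition above the mean inhibition of all tested compounds plus 3 SD, set per campaign, cut at about 40% in these data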;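 note: 0% = DMSO wells and 100% = unlabeled Bim-BH3 peptide control; higher means more loss of mP so more displacement of Bim peptide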
MEX-5 binding = C. elegans MEX-5 TCR-2 RNA binding activity; activity score (negative = inhibition of binding), % at 10 µM; Q9XUB2; MEX-5/FITC-TCR2 RNA binding, fluorescence polarization; stronger effect = lower value; actives 0.38% (n = 300,000);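 active = inhibition past about -25% in most replicates, and total fluorescence under double the plate's negative control median, limit read from the data; inconclusive = replicates evenly split on the limit, or fluorescence at least double controls; inactive = too little inhibition in most replicates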;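 note: 0% = DMSO and -100% = 5 µM competing unlabeled TCR2 RNA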
Bcl-xL primary = inhibitors of human Bcl-xL; Q07817; GST-Bcl-xL / FITC-Bim BH3 peptide fluorescence polarization; inhibition, % at 10.9 µM; actives 0.7% (n = 320,000);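 active = inhibition above the mean of all tested compounds plus 3 SD, cutoff set per campaign, cut at about 30% in these data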;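 note: 0% = DMSO wells and 100% = unlabeled Bim-BH3 peptide competitor; inhibitors lower millipolarization by displacing the labeled peptide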
CIT2-GFP yeast = yeast TOR pathway CIT2-GFP modulation; actives 0.065% (n = 320,000); GFP response vs DMSO, % at 10 µM; S. cerevisiae CIT2-GFP strain, flow cytometry, 3 h; 100 means same as DMSO wells;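 active = GFP response relative to DMSO above a set limit, near the screen mean plus 3 SD, cut at about 150% in these data; inconclusive = Fewer than 70 cells measured for a yeast strain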;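 note: ratio of well median GFP fluorescence to mean of DMSO wells on the plate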
AGP1 TOR yeast = modulators of TOR pathway AGP1-GFP in S. cerevisiae; GFP response vs DMSO, % at 10 µM; S. cerevisiae AGP1-GFP multiplex flow cytometry, 3 h; GFP as percent of DMSO wells; actives 0.02% (n = 320,000);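 active = GFP response relative to DMSO above a set limit, near screen average plus 3 SD, cut at about 150% in these data; inconclusive = fewer than 70 cells counted for the yeast strain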;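 note: median GFP channel fluorescence of the gated AGP1 strain per well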
Fam108B inh = Fam108B inhibition, counter-screen for RBBP9 inhibitors. recombinant Fam108B, FP-Rh probe fluorescence polarization. inhibition, % at 9.51 µM. actives 0.33% (n = 300,000). AID 1947;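 active = inhibition above the screen mean inhibition plus 3 SD, computed separately per campaign, cut at about 18% in these data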;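 note: inhibitors lower polarization as less probe binds the enzyme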
* hit, by the source's call; ? = inconclusive; · = no result given.

| entry | structure | GLD-1 TGE inh | VLA-4 inh | GRK2 inh | MCL1 BIM primary | MEX-5 binding |
| --- | --- | --- | --- | --- | --- | --- |
| 1 | CC(C)[C@H](NC(=O)N1CC(=O)Nc2ccccc21)C(=O)N[C@H](Cc1c[nH]c2ccccc12)C(=O)O | 9 | -14 | 2 | -9 | 2.1 |
| 2 | COc1ccc(/C=C2\C(=O)ON=C2c2ccccc2)cc1 | 2 | 4 | 3 | 2 | -1.8 |
| 3 | CSc1ccccc1C(=O)N1CCCC(CCC(=O)NCc2ccc(F)c(F)c2)C1 (stereo unspecified) | 13 | -18 | 0 | 7 | -1.2 |
| 4 | C=C(C)C(=O)N1CC2(CC(c3cccc(NC(=O)/C=C\C=C/C)c3)=NO2)C[C@H]1C(N)=O (stereo partly specified) | 1 | 17 | 2 | -13 | -4.2 |
| 5 | CC1=C(C)CC(C(=O)NCc2cccc(Cl)c2)C(C(=O)O)C1 (stereo unspecified) | -1 | 6 | 0 | 0 | 1.9 |
| 6 | Cc1nc(N2CCOCC2)nc(OCCN2CCOCC2)c1[N+](=O)[O-] | 2 | -9 | 0 | 1 | 0.7 |
| 7 | O=C(NC1CCCC1)c1cc(=O)[nH]c2ccccc12 | 0 | 0 | 0 | -11 | -0.8 |
| 8 | Cc1ccc(CC(=O)Nc2ccc(F)c([N+](=O)[O-])c2)cc1C | -7 | 7 | 0 | 0 | -0.4 |
| 9 | Cc1ccc(NC(=O)C2Oc3ccccc3OC2C)cc1 (stereo unspecified) | 6 | 9 | 39 | 7 | 1.4 |
| 10 | CC(C)c1ccc(N(C(=O)c2ccc3c(c2)OCO3)C2C=CS(=O)(=O)C2)cc1 (stereo unspecified) | -3 | 9 | 0 | 8 | -2.1 |

| entry | Bcl-xL primary | CIT2-GFP yeast | AGP1 TOR yeast | Fam108B inh |
| --- | --- | --- | --- | --- |
| 1 | -3 | 104 | 108 | -1 |
| 2 | -2 | 88 | 72 | -3 |
| 3 | 4 | 100 | 94 | -6 |
| 4 | 2 | 100 | 86 | -17 |
| 5 | 11 | 92 | 96 | 4 |
| 6 | 2 | 96 | 96 | -1 |
| 7 | -1 | 106 | 101 | 4 |
| 8 | 3 | 95 | 99 | 4 |
| 9 | 1 | 108 | 102 | -1 |
| 10 | 5 | 93 | 95 | 3 |

(further entries)
| entry | structure | GLD-1 TGE inh | VLA-4 inh | GRK2 inh | MCL1 BIM primary | MEX-5 binding |
| --- | --- | --- | --- | --- | --- | --- |
| 11 | CSCCC(NC(=O)OCc1ccccc1)C(=O)O (stereo unspecified) | -3 | 3 | 0 | -2 | -0.1 |
| 12 | CCN(CC)c1ccc(C(=O)NNC(=O)c2cccn2C)cc1 | 7 | -16 | 1 | 0 | 1.2 |
| 13 | O=C(OCCOc1cccc(Cl)c1)c1cc(S(=O)(=O)N2CCCCC2)ccc1N1CCOCC1 | -3 | 12 | 4 | -8 | 1.6 |
| 14 | O=C1COc2ccc(S(=O)(=O)N3CCCCCC3)cc2N1 | -1 | 20 | 3 | -1 | -1.8 |
| 15 | COC(OC)c1nc(SCC(=O)Nc2cccc(Cl)c2)ncc1C(=O)O | 2 | -1 | 0 | 3 | 3.1 |
| 16 | CCCCN(C)Cc1c(C)[nH]c2c(Cl)cccc2c1=O | 4 | -2 | 0 | 9 | -2.6 |
| 17 | O=C(Cc1ccc(Cl)cc1)N1CCN(C(=O)c2ccco2)CC1 | -2 | -10 | 0 | -5 | -1.6 |
| 18 | O=C(Nc1nc(-c2ccc(S(=O)(=O)N3CCOCC3)cc2)cs1)c1ccccc1 | 0 | 1 | 4 | 1 | -1.4 |
| 19 | COC(=O)C1C(O)=C(C(C)=N)C(=O)CC1(C)C (stereo unspecified) | -10 | -15 | 1 | 1 | 1.4 |
| 20 | O=C(COC(=O)/C=C/c1ccccc1)Nc1cccnc1Cl | 4 | 2 | 0 | -12 | 0.0 |

| entry | Bcl-xL primary | CIT2-GFP yeast | AGP1 TOR yeast | Fam108B inh |
| --- | --- | --- | --- | --- |
| 11 | -4 | 87 | 93 | 1 |
| 12 | 2 | 98 | 102 | -5 |
| 13 | -7 | 110 | 110 | -1 |
| 14 | 0 | 107 | 107 | 1 |
| 15 | 4 | · | · | -1 |
| 16 | 3 | 98 | 100 | 3 |
| 17 | 1 | 107 | 101 | 1 |
| 18 | 3 | 113 | 97 | -31 |
| 19 | -1 | 90 | 97 | -2 |
| 20 | 0 | 98 | 102 | -1 |

An excerpt from above in order of number of heavy atoms, rising.
| entry | structure | GLD-1 TGE inh | VLA-4 inh | GRK2 inh | MCL1 BIM primary | MEX-5 binding |
| --- | --- | --- | --- | --- | --- | --- |
| 19 | COC(=O)C1C(O)=C(C(C)=N)C(=O)CC1(C)C (stereo unspecified) | -10 | -15 | 1 | 1 | 1.4 |
| 7 | O=C(NC1CCCC1)c1cc(=O)[nH]c2ccccc12 | 0 | 0 | 0 | -11 | -0.8 |
| 16 | CCCCN(C)Cc1c(C)[nH]c2c(Cl)cccc2c1=O | 4 | -2 | 0 | 9 | -2.6 |
| 9 | Cc1ccc(NC(=O)C2Oc3ccccc3OC2C)cc1 (stereo unspecified) | 6 | 9 | 39 | 7 | 1.4 |
| 8 | Cc1ccc(CC(=O)Nc2ccc(F)c([N+](=O)[O-])c2)cc1C | -7 | 7 | 0 | 0 | -0.4 |
| 17 | O=C(Cc1ccc(Cl)cc1)N1CCN(C(=O)c2ccco2)CC1 | -2 | -10 | 0 | -5 | -1.6 |
| 6 | Cc1nc(N2CCOCC2)nc(OCCN2CCOCC2)c1[N+](=O)[O-] | 2 | -9 | 0 | 1 | 0.7 |
| 15 | COC(OC)c1nc(SCC(=O)Nc2cccc(Cl)c2)ncc1C(=O)O | 2 | -1 | 0 | 3 | 3.1 |
| 10 | CC(C)c1ccc(N(C(=O)c2ccc3c(c2)OCO3)C2C=CS(=O)(=O)C2)cc1 (stereo unspecified) | -3 | 9 | 0 | 8 | -2.1 |
| 18 | O=C(Nc1nc(-c2ccc(S(=O)(=O)N3CCOCC3)cc2)cs1)c1ccccc1 | 0 | 1 | 4 | 1 | -1.4 |
| 13 | O=C(OCCOc1cccc(Cl)c1)c1cc(S(=O)(=O)N2CCCCC2)ccc1N1CCOCC1 | -3 | 12 | 4 | -8 | 1.6 |

| entry | Bcl-xL primary | CIT2-GFP yeast | AGP1 TOR yeast | Fam108B inh |
| --- | --- | --- | --- | --- |
| 19 | -1 | 90 | 97 | -2 |
| 7 | -1 | 106 | 101 | 4 |
| 16 | 3 | 98 | 100 | 3 |
| 9 | 1 | 108 | 102 | -1 |
| 8 | 3 | 95 | 99 | 4 |
| 17 | 1 | 107 | 101 | 1 |
| 6 | 2 | 96 | 96 | -1 |
| 15 | 4 | · | · | -1 |
| 10 | 5 | 93 | 95 | 3 |
| 18 | 3 | 113 | 97 | -31 |
| 13 | -7 | 110 | 110 | -1 |

Further structures.
| entry | structure | GLD-1 TGE inh | VLA-4 inh | GRK2 inh | MCL1 BIM primary | MEX-5 binding |
| --- | --- | --- | --- | --- | --- | --- |
| 21 | CCOc1ncccc1C(=O)Nc1cc(S(=O)(=O)N2CCCCC2)ccc1Cl | 0 | 5 | 7 | -3 | · |
| 22 | CCOC(=O)N1CCN(C(=O)c2ccc(N(C)S(=O)(=O)c3ccc(C)cc3)cc2)CC1 | -2 | -12 | 4 | 1 | -1.0 |
| 23 | CC(=O)Nc1ccc(NC(=O)CSc2nnc(NC(=O)C3CC(=O)N(c4ccc(F)cc4)C3)s2)cc1 (stereo unspecified) | 2 | -2 | 0 | 8 | -0.8 |
| 24 | O=C(Nc1nc(-c2ccccn2)cs1)c1ccc(S(=O)(=O)N2CCCCC2)cc1 | 2 | 3 | 2 | 6 | 1.2 |
| 25 | COc1cccc(NC(=O)COC(=O)C2=NN(c3ccccc3)C(=O)CC2)c1 | 2 | 8 | 0 | · | · |
| 26 | O=C(NCCN1CCOCC1)c1csc2c1CCCCC2 | 2 | 0 | 0 | 8 | -1.2 |

| entry | Bcl-xL primary | CIT2-GFP yeast | AGP1 TOR yeast | Fam108B inh |
| --- | --- | --- | --- | --- |
| 21 | -1 | 103 | 96 | · |
| 22 | 2 | 109 | 107 | 7 |
| 23 | 4 | ? | ? | 6 |
| 24 | -1 | 109 | 108 | -8 |
| 25 | · | 105 | 101 | · |
| 26 | 4 | 96 | 106 | -2 |
